High-throughput results (PubChem BioAssay)
Phagocytosis inh: inhibitors of macrophage phagocytosis, primary screen, imaging, J774A.1 cells, IgG beads; J774A.1 macrophage IgG-bead phagocytosis; inhibition, % at 5 µM; actives 0.07% (n = 110,000);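 active = inhibition above the mean of the plate negative controls plus 5 SD, cut at about 13% in these data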;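 also: phagocytic index as fraction of beads internalized from green versus red external bead signal; plate controls were DMSO negative control for no effect and cytochalasin-D positive control for full effect; some results beyond the cut were filed as inactive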
Yeast lifespan up: compounds extending yeast replicative lifespan, primary screen, S. cerevisiae, OD615 | S. cerevisiae growth with nicotinamide; deaD strain in restrictive glucose medium | inhibition of the nicotinamide effect, % at 10 µM | actives 0.68% (n = 130,000);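 active = inhibition above a set limit, placed 3 SD over the median of all compounds, cut at about 26% in these data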;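 also: 0% = nicotinamide-treated wells and 100% = cells grown without nicotinamide; some compounds called inactive have numbers as strong as hits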
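Test system: DeaD-strain S. cerevisiae / Buffer or medium: restrictive glucose medium / Also added: nicotinamide 1.5 mM / Doses: one concentration, 10 µM, DMSO 0.25% / Schedule: 48 h at 30 °C / Signal: OD615 measurement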
Measles CPE: compounds protecting cells from measles virus cytopathic effect, primary screen, measles RdRp inhibitor project, single point, MLSMR library, absorbance; Measles virus-infected cells, CPE protection; protection (pct of control), % at 4 µM; actives 1.5% (n = 140,000); AID 841, 2007; in the data active = protection mostly above about 24%, no sharp cut-off; inactive = mostly below about 26%; also: some compounds called inactive have numbers as strong as hits
NPY Y2 blocker: NPY-Y2 receptor antagonists, primary screen, cell-based; Neuropeptide Y receptor type 2 (Homo sapiens), P49146; NPY-Y2 expressing cells, antagonist mode; inhibition, % at 2.7 µM; actives 0.99% (n = 140,000); in the data active = inhibition above about 17%;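 also: 0% = vehicle with agonist challenge and 100% = reference antagonist with challenge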
Target sequence (P49146 whole entry, looked up): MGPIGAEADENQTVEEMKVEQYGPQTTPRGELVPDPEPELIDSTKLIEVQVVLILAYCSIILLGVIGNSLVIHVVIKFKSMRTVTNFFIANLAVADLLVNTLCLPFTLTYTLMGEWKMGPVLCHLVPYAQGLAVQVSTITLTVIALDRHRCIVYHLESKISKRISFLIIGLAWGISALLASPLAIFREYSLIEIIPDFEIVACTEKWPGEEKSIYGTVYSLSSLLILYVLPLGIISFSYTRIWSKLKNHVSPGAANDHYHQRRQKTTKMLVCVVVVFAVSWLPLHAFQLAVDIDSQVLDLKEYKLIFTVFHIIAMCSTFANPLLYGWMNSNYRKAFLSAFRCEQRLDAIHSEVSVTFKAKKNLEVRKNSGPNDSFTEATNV
BB579 growth dn: growth inhibitors of yeast BB579 in restrictive medium, primary screen, yeast lifespan-shortening project, S. cerevisiae. OD615, 48 h. inhibition, % at 10 µM. actives 0.51% (n = 140,000);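 active = inhibition above a set limit, 3 SD over the mean compound inhibition, cut at about 44% in these data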; also: inactives centre near -24
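Test system: S. cerevisiae DeaD strain BB579 yeast; Medium: restrictive CSMM-D medium; Compound: one dose, 10 µM compound with 0.25% DMSO; Incubation: 4 h cell preincubation, 48 h compound exposure, 30 °C humidified; Signal: OD at 615 nm; Benchmarks: amphotericin B at 10 µg/mL as positive control.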
HCT116 bCat-KO: primary screen for growth suppressors in beta-catenin knockout HCT116 cells (colon tumor, human). HCT116 beta-catenin knockout viability, CellTiter-Glo, 60 h; hits give low values. actives 1.5% (n = 140,000). AID 818, 2007. viability, % at 10 µM;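 active = viability at or under a set limit, the compound median less 4 SD, cut at about 6% in these data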;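 also: 0% = Hyamine 1622 control at 20 µM and 100% = untreated cell control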
E-sel TNF inh: E-selectin induction blockers in HUVEC – imaging, immunofluorescence, high content, primary screen. HUVEC TNFa-induced E-selectin immunofluorescence. inhibition, % at 2 µM. actives 0.71% (n = 120,000);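 active = inhibition above the batch mean plus 3 SD, and confirmed as a hit on visual image review, cut at about 43% in these data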;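 also: 0% = TNF-stimulated DMSO wells and 100% = unstimulated control wells; not every result past the cut was called active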
MRP1 act: H69AR viability gain despite doxorubicin, primary screen, MRP-1 activator project, H69AR cells, CellTiter-Glo; actives 0.61% (n = 140,000); viability rescue; viability increase, % at 10 µM;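 active = viability gain under doxorubicin at or above a set limit, the compound median plus 3 SD, cut at about 4.7% in these data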;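 also: MRP-1 overexpressing cells given doxorubicin 25 µM after compound pretreatment; 18-22 h compound pretreatment then 72 h with doxorubicin before readout; 0% = doxorubicin-only wells and 100% = vehicle-treated cells without doxorubicin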
HCT116 PTEN-null: growth suppression of PTEN-null HCT116, primary screen, cell-based, CellTiter-Glo | AID 827, 2007 | viability, % at 10 µM | HCT116 PTEN-null viability, 60 h; hits give low values | actives 1.2% (n = 140,000);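 active = viability at or below a set limit, 4 SD under the median of all tested compounds, cut at about 3.7% in these data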;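 also: PTEN knockout HCT116 line with beta catenin targeted HCT116 as companion control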
GALR2 antag: GALR2 antagonists in receptor-expressing cells, primary screen | Galanin receptor type 2 (Homo sapiens), O43603 | antagonist mode | inhibition, % at 4 µM | actives 0.39% (n = 140,000) | AID 828, 2007; in the data active = inhibition above about 27%;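 also: cells stimulated with galanin 1-16 at roughly its EC80; 0% = agonist challenge control and 100% = basal control without agonist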
Target sequence (O43603 whole entry, looked up): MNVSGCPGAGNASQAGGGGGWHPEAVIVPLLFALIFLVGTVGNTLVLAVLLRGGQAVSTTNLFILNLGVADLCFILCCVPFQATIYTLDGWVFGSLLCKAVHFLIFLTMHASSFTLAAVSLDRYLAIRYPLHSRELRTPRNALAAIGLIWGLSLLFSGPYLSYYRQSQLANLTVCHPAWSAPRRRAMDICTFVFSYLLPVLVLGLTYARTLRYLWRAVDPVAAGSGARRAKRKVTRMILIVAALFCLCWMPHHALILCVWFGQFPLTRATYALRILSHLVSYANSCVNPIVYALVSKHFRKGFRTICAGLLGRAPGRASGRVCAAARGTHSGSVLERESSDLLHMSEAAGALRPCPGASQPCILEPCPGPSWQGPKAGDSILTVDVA
* hit, by the source's call; / = not tested or not shown. The order is random; 6.3% or so of the library scored in one or more.

SMILES | Phagocytosis inh | Yeast lifespan up | Measles CPE | NPY Y2 blocker | BB579 growth dn | HCT116 bCat-KO | E-sel TNF inh | MRP1 act | HCT116 PTEN-null | GALR2 antag
CSc1ccccc1C(=O)NCC1CCCO1 (centres undefined) | 1 | -5 | 6 | 0 | -15 | 91 | 8 | -0.1 | 95 | -4
COC(=O)c1cc(OC)c(OC)cc1NC(=O)c1cccnc1 | / | -8 | 12 | 4 | -13 | 87 | 32 | -1.0 | 95 | 5
CCn1nc(C)c(NS(=O)(=O)c2ccc(C)cc2)c1C | / | / | 6 | 1 | -19 | 74 | -1 | -0.8 | 92 | 14
COc1cccc(Nc2c(F)c(F)c(F)c(F)c2C(=O)O)c1 | 5 | -6 | 11 | 6 | -14 | 91 | -9 | 0.8 | 100 | -5
O=C(Nc1ccn(Cc2ccc(F)cc2)n1)c1ccncc1 | -1 | -2 | 62* | 0 | 9 | 72 | / | 1.8 | 79 | 1
CCOC(=O)c1cnc(SC)nc1Sc1cc(Cl)ccc1Cl | 0 | -7 | 14 | 2 | -4 | 78 | -41 | -1.9 | 81 | 7
Cn1c(=O)n(C)c2cc([N+](=O)[O-])c(N3CCN(C(=O)c4cccc(Cl)c4)CC3)cc21 | -7 | -4 | 16 | -1 | -6 | 69 | -11 | -2.9 | 65 | 3
O=S(=O)(/N=C(\Sc1ccc(Cl)cc1)c1ccccc1)c1ccccc1 | / | -21 | 6 | -1 | 88* | 43 | / | -6.6 | 68 | 17
CCC(Sc1nc2cc3c(cc2c(=O)n1Cc1ccco1)OCO3)C(=O)Nc1cccc(OC)c1 (centres undefined) | / | 4 | 3 | 3 | -63 | 1.7* | -10 | -5.2 | 1.7* | 4
Cc1ccc(N2C(=O)C(O)(C(F)(F)F)C3=C2CC(C)(C)CC3=O)cc1 (centres undefined) | -4 | 5 | 13 | 2 | 4 | 90 | / | -1.3 | 85 | 5
CSc1oc(-c2ccccc2)nc1S(=O)(=O)c1ccc(C)cc1 | 0 | -4 | 13 | 6 | -24 | 83 | 4 | -3.0 | 88 | 15
COc1ccc(C2SCC(=O)N2c2nnc(C34CC5CC(CC(C5)C3)C4)s2)cc1 (centres undefined) | -3 | 1 | 15 | 2 | -25 | 79 | 11 | 0.3 | 71 | 4
Cn1c(SCc2ccccc2)nnc1C1CCCNC1 (centres undefined) | -2 | 1 | 17 | 0 | -37 | 103 | 18 | -0.2 | 110 | -7
Cc1ccc(S(=O)(=O)N2CCOCC2)cc1C(=O)NCCCn1ccnc1 | 0 | -3 | 7 | 2 | -69 | 100 | -42 | -0.4 | 105 | 22
O=c1sc(N2CCN(c3ccccc3F)CC2)nc2ccsc12 | 0 | -12 | 4 | 10 | -22 | 84 | / | -1.2 | 81 | -12
CCOC(=O)N1CCC(NC(=O)Cn2nc(Cc3ccncc3)c3ccccc3c2=O)CC1 | 0 | -1 | 30 | 0 | 12 | 106 | 13 | -0.8 | 108 | 4
C=CCOc1ccccc1CNc1cccc(F)c1 | -7 | -3 | 33 | 0 | -43 | 77 | 5 | -0.6 | 91 | 3
COc1cc(/C=N/O)cc(Br)c1OC | -1 | -8 | 11 | 0 | -11 | 98 | / | 2.5 | 94 | 4
O=C(CSCc1ccccc1)NNC(=S)Nc1cccc(Cl)c1Cl | 0 | -6 | 10 | 7 | -13 | 113 | 29 | -0.9 | 94 | 4
CCOC(=O)c1c(C)c(C(=O)N2CCCCCC2)c(C)n1C | / | 1 | 6 | 2 | -14 | 96 | / | -0.6 | 90 | -18
CCOC(=O)c1n[nH]c2ccccc12 | / | -8 | 6 | 3 | -15 | 90 | / | -2.3 | 88 | 5
CCc1nnc(NC(=O)c2cccc(S(=O)(=O)N3CCc4ccccc43)c2)s1 | 0 | -8 | 4 | -1 | -17 | 80 | -2 | -3.8 | 81 | 2
COc1ccc(-c2ccnc3nc(N4CCOCC4)nn23)cc1 | / | -13 | 7 | 1 | -40 | 106 | 26 | 1.1 | 106 | -5
Cc1nn(-c2ccccc2)c(C)c1C(=O)OCC(=O)NCc1ccco1 | 0 | -2 | 5 | 3 | -33 | 92 | / | -2.8 | 91 | 3
Cc1cc(C)c2c(=O)[nH]n(C3CCOC(C)(C)C3)c2n1 (centres undefined) | / | 5 | 6 | 1 | 29 | 90 | -1 | -0.3 | 85 | -5

Compound profiles, as listed above:
COc1cc(/C=N/O)cc(Br)c1OC in the list: Phagocytosis inh: -1; Yeast lifespan up: -8; Measles CPE: 11; NPY Y2 blocker: 0; BB579 growth dn: -11; HCT116 bCat-KO: 98; E-sel TNF inh: /; MRP1 act: 2.5; HCT116 PTEN-null: 94; GALR2 antag: 4
COC(=O)c1cc(OC)c(OC)cc1NC(=O)c1cccnc1 in the list: Phagocytosis inh: /; Yeast lifespan up: -8; Measles CPE: 12; NPY Y2 blocker: 4; BB579 growth dn: -13; HCT116 bCat-KO: 87; E-sel TNF inh: 32; MRP1 act: -1.0; HCT116 PTEN-null: 95; GALR2 antag: 5

Next section.
SMILES | Phagocytosis inh | Yeast lifespan up | Measles CPE | NPY Y2 blocker | BB579 growth dn | HCT116 bCat-KO | E-sel TNF inh | MRP1 act | HCT116 PTEN-null | GALR2 antag
CC(C)C(NC(=O)OC(C)(C)C)C(=O)N1CCCC1C(=O)NC(Cc1ccccc1)C(N)=O (centres undefined) | / | 13 | 6 | -1 | -58 | 73 | -21 | 0.3 | 78 | -1
O=C(NCCN1CCOCC1)C1CCC(=O)N1Cc1ccc(F)cc1 (centres undefined) | 0 | -3 | 20 | 2 | -4 | 95 | / | -0.7 | 92 | -3
Cc1cc(N2CCCCC2)n2ncc(-c3ccc(Cl)cc3)c2n1 | 1 | -13 | 0 | 4 | -63 | 74 | / | -1.6 | 79 | -1
O=C(CNC(=O)c1cccc(F)c1)OCC(=O)N1CCCCC1 | -3 | -6 | 6 | 11 | 0 | 92 | / | 1.9 | 111 | 1
CCc1c(C)sc(NC(=O)c2cc(C3CC3)on2)c1C#N | 0 | -7 | 3 | / | -2 | 98 | / | -2.1 | 88 | /
CCOc1c2ccc(C(=O)NCc3ccco3)cc2nn1CC | / | -8 | 5 | 0 | -28 | 94 | -40 | -3.5 | 101 | 0
CC(C)n1cc(/C=C2\NC(=O)N(c3cccc(Cl)c3)C2=O)c2ccccc21 | 0 | -16 | 0 | 0 | -55 | 30 | -26 | -4.1 | 26 | 5
Cc1ccc(N(C(=O)c2ccccn2)C2(C(=O)NC3CCCC3)CCCCC2)cc1 | -2 | 0 | 11 | 2 | -49 | 72 | -6 | -1.5 | 71 | -4
O=C(Nc1cc(C(=O)N2CCOCC2)ccc1N1CCCC1)c1cccs1 | -1 | -5 | 9 | 5 | -6 | 91 | 0 | -1.7 | 82 | -7
CN(CCCNC(=O)C1CCC(=O)N1Cc1ccc(F)cc1)c1ccccc1 (centres undefined) | -1 | -3 | 7 | 4 | -7 | 102 | -4 | -1.8 | 95 | 3
O=C(NCc1ccc(F)cc1)C1C2C=CC3(CN(Cc4cccnc4)C(=O)C13)O2 (centres undefined) | -3 | -19 | 3 | 1 | 6 | 81 | 8 | -1.9 | 23 | 1
CCOc1cc(-c2nc(-c3ccc(C)nc3OCC)no2)cc(OCC)c1OCC | 3 | -1 | 0 | -1 | -48 | 33 | -36 | -1.6 | 40 | 9
Cc1ccc(NC(=S)NNC(=S)NCc2ccccc2)cc1 | 1 | -6 | 11 | 8 | -35 | 90 | -1 | -0.4 | 88 | 14
CCCC(=O)c1c[nH]c(C(=O)NCc2ccco2)c1 | / | -22 | 5 | -1 | -3 | 99 | -39 | -2.4 | 103 | -1
O=C1c2ccccc2C(=O)N1c1ccc(-c2nc3ccccc3o2)cc1 | -3 | -4 | 7 | -1 | -35 | 89 | 18 | -4.5 | 73 | -2
CCN1CCN(C(=O)Nc2cccc3ccccc23)CC1 | 0 | 6 | 20 | 2 | -67 | 101 | -3 | -0.6 | 101 | 6
O=c1[nH]c2ccc(S(=O)(=O)NCc3ccccn3)cc2s1 | -1 | 2 | 13 | 2 | -35 | 91 | -20 | -1.7 | 104 | 7
Cc1csc(N(C(=O)c2ccc(S(=O)(=O)N(C)C)cc2)c2ccccc2)n1 | 0 | -1 | 3 | 2 | -12 | 88 | -2 | -1.2 | 82 | -7
Cc1[nH]nc2ncc(C(=O)c3ccccc3O)cc12 | -1 | -21 | 4 | 2 | -21 | 84 | -8 | -3.7 | 79 | 7
c1ccc2c(CNn3cnnc3)cccc2c1 | 0 | -7 | 10 | 2 | 1 | 88 | -12 | -1.8 | 94 | 5
CCN(C(=O)c1c(C)cc(=O)oc1C)c1ccc2c(c1)OCO2 | -3 | -6 | 9 | 0 | 0 | 97 | -27 | -2.9 | 100 | 6
O=C(COc1ccc(Cl)cc1)NCCCn1ccnc1 | 0 | -7 | 7 | -2 | -18 | 89 | -87 | -0.3 | 100 | -1
O=C(Nc1ccc(-c2cn3ccccc3n2)cc1)c1ccco1 | -2 | -7 | 16 | -1 | -21 | 67 | / | -1.2 | 69 | 4
O=C(Nc1ccccc1)N1CCN(c2cccc(C(F)(F)F)c2)CC1 | 1 | -12 | 10 | 2 | -82 | 72 | / | 0.5 | 66 | -6
CCc1ccc(CCC(=O)Nc2nnc(C)s2)o1 | 2 | -8 | 5 | 1 | 8 | 103 | 1 | -1.2 | 98 | 1
More records follow.
SMILES | Phagocytosis inh | Yeast lifespan up | Measles CPE | NPY Y2 blocker | BB579 growth dn | HCT116 bCat-KO | E-sel TNF inh | MRP1 act | HCT116 PTEN-null | GALR2 antag
COC(=O)c1ccc(NC(=O)CSC2=NC(=O)C(c3ccccc3)C(=O)N2)cc1 (centres undefined) | / | -6 | 5 | 2 | 17 | 96 | 12 | -1.3 | 105 | 9
Cc1c(Cl)c(=O)oc2cc(OCC(=O)NCc3cccs3)ccc12 | -5 | 0 | 13 | 2 | -8 | 89 | 1 | -3.5 | 93 | 3
NC(=O)c1nsc(C(=O)N(CC(=O)NCc2ccc(F)cc2)Cc2ccco2)c1N | -1 | -5 | 5 | -1 | -13 | 102 | -24 | -2.1 | 84 | -5
O=c1c2cccnc2[nH]c(=S)n1CCCN1CCN(c2ccccc2F)CC1 | -2 | -2 | 19 | 4 | -29 | 84 | 13 | -1.6 | 72 | 0
Cc1cc(Nc2cccc(F)c2)nc(-c2ccccc2O)n1 | -1 | -2 | 19 | -5 | -23 | 61 | -11 | -1.4 | 46 | 17
CCC(=O)Nc1ccc(NC(=O)Cc2ccccc2)cn1 | 0 | -1 | 3 | 3 | -5 | 102 | -10 | -3.0 | 96 | -7
CCCCCOc1ccc(C(=O)NC(CCC)C(=O)O)cc1 (centres undefined) | / | 17 | 15 | 2 | -10 | 92 | -20 | -0.6 | 89 | -17
N#CC(C(N)=O)=C1CCC2(CC1)OCCCCO2 | -2 | -1 | 7 | 0 | -51 | 98 | -9 | -0.5 | 99 | 11
